Source: PubChem (several laboratories)
NALP1 yeast inh – inhibitors of NALP1 inflammasome in yeast. S. cerevisiae NALP1/ASC/caspase-1 growth, X-gal OD620, 72 h. inhibition, % at 10 µM. 280,000 tested, 0.61% active. AID 2071; in the data active = inhibition mostly above about 24%, no sharp cut-off; inactive = mostly below about 32%; also: some compounds called inactive have numbers as strong as hits
IMP-1 inhibitor – inhibitors of Pseudomonas aeruginosa IMP-1 metallo-beta-lactamase; purified IMP-1, nitrocefin hydrolysis, epi-absorbance fluorescence; inhibition, % at 5.6 µM; 290,000 tested, 0.45% active; AID 1556;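 active = inhibition above the mean plus 3 SD of all compounds in the same screening run, cut at about 4.5% in these data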;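 also: 0% = IMP-1 with DMSO and 100% = DMSO wells lacking enzyme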
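Test system: recombinant IMP-1 enzyme, purified / Medium: HEPES buffer pH 7.1 with ZnSO4 and Brij 35 / Doses: single dose, 5.6 µM / Times: 25 °C, 15 min preincubation, 25 min reaction / Detection: Epi-absorbance via hydrolysed-nitrocefin quenching of white-plate fluorescence, 480/530 nm, EDTA stop / Evaluation: percent inhibition from optical density relative to buffer-blank wells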
IDE act – activators of human insulin-degrading enzyme in cells; activation, % at 5.96 µM; AID 493087; P14735; HEK cells, FAbeta-B cleavage, fluorescence polarization; 0% vehicle, 100% cell-free pure enzyme wells; 340,000 tested, 0.073% active;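 active = activation above the mean of all tested compounds plus 3 SD, set per screening campaign, cut at about 17% in these data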
PfM18AAP inh – PfM18AAP enzyme inhibition | recombinant PfM18AAP, H-Glu-NHMec fluorogenic cleavage | AID 1822 | inhibition, % at 7.35 µM | 290,000 tested, 1.2% active;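 active = inhibition above the campaign mean inhibition over all tested compounds plus 3 SD, cut at about 28% in these data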;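 also: 0% = plate median of test compound wells and 100% = 2 mM ZnCl2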
p-CIP stab down – lowers stability of the mouse p/CIP coactivator protein | Q05BA5 | F442A p/CIP-EGFP cells, EGFP fluorescence, 16 h | decrease of EGFP signal, % at 10 µM | 290,000 tested, 0.01% active;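 active = EGFP signal decrease of at least 30% at 10 µM or well 3 SD below plate mean, unless failing retest; inactive = the rest, including hits failing retest or dose response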; also: some compounds called inactive have numbers as strong as hits; many of its hits are not listed in these tables
Target sequence (Q05BA5 1-1403): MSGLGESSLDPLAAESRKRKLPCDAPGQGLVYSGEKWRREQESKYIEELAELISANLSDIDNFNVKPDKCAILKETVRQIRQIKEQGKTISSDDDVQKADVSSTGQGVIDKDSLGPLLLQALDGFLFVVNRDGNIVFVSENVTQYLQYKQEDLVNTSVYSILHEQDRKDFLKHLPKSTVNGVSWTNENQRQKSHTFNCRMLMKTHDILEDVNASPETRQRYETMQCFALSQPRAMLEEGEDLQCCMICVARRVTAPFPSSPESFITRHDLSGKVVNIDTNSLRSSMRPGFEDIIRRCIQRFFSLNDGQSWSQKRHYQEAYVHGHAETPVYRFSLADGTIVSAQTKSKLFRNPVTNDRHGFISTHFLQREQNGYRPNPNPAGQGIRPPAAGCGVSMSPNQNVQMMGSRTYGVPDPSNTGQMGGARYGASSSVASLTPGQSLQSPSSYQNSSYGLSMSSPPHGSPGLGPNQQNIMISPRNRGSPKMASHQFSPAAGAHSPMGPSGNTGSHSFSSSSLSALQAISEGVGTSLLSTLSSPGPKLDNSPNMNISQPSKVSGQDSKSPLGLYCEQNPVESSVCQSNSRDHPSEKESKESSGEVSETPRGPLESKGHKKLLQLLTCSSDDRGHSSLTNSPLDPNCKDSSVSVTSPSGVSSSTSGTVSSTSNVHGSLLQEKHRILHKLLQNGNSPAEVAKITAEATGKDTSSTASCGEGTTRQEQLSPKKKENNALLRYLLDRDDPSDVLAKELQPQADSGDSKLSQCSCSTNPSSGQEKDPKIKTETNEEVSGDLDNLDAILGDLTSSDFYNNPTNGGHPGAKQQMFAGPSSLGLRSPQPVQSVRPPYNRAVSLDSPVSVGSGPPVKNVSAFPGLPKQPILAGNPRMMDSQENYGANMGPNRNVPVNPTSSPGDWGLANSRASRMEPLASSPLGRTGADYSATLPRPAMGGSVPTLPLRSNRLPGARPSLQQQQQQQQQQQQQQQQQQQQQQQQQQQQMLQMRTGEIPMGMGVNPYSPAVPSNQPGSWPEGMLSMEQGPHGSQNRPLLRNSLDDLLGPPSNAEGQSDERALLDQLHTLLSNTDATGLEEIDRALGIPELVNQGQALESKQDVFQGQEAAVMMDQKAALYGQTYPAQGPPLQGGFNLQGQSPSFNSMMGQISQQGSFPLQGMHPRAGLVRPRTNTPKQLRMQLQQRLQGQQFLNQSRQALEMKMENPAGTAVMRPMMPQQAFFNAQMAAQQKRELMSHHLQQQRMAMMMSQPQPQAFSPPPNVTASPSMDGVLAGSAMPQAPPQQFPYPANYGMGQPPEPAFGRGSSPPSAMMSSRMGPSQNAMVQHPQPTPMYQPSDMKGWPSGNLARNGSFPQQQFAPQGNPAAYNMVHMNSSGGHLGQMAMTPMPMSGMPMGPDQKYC
PHOSPHO1 block – inhibitors of human PHOSPHO1 phosphatase; recombinant PHOSPHO1, absorbance phosphatase assay; 290,000 tested, 1.1% active; AID 1565; inhibition, % at 13.3 µM; Q8TCT1; in the data active = inhibition above about 60%
GPR7 antagonist – blocks human GPR7 receptor signaling; AID 1861; inhibition, % at 4.4 µM; 290,000 tested, 1.1% active; GPR7-expressing cells, fluorescence antagonist assay; in the data active = inhibition above about 16%, passing the limit was not always enough;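 also: cells stimulated with the agonist NPW; 0% = agonist with vehicle and 100% = vehicle without agonist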
IDE cell inh – cellular human IDE inhibition. P14735. HEK cells, FAbetaB cleavage, fluorescence polarization. inhibition, % at 5.59 µM. 320,000 tested, 0.41% active;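 active = percent inhibition above the average of all tested compounds plus 3 SD, set per screening campaign, cut at about 16% in these data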;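 also: IDE supplied by intact live HEK cells; FP after avidin binding of uncleaved biotin substrate so inhibition keeps polarization high; 0% = DMSO wells and 100% = 60 µM reference IDE inhibitor Ii1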
VIM-2 inh – inhibitors of Pseudomonas aeruginosa VIM-2 metallo-beta-lactamase. AID 1527. inhibition, % at 5.6 µM. 290,000 tested, 0.89% active. purified VIM-2, nitrocefin hydrolysis, epi-absorbance fluorescence;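 active = inhibition above the mean of all tested compounds plus 3 SD, cutoff set per screening run, cut at about 7.5% in these data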;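 also: red hydrolysis product quenches plate fluorescence so inhibitors raise well fluorescence; 0% = enzyme with DMSO and 100% = DMSO without enzyme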
Starred values were filed as active, the others as inactive; x = no result given.

Sample of the layout, 3 compounds:
IDE act	IDE cell inh	GPR7 antagonist	p-CIP stab down	IMP-1 inhibitor	smiles	VIM-2 inh	PfM18AAP inh	PHOSPHO1 block	NALP1 yeast inh
-3	3	-8	1	-3.1	CCc1cc(C(=O)NNC(=S)Nc2cccc(C)c2)cs1	-3.8	4	-13	5
9	2	-4	3	-0.3	CCn1c(CCCOc2ccc(Cl)cc2Cl)nnc1SCC(=O)Nc1cccc(F)c1	0.1	-7	18	4
-4	1	-5	2	-4.2	Cc1ccc(-n2c(=S)[nH]c3sc4c(c3c2=O)CCC4)cc1	-3.3	-7	-68	0

Main list, previewed entries included:
IDE act	IDE cell inh	GPR7 antagonist	p-CIP stab down	IMP-1 inhibitor	smiles	VIM-2 inh	PfM18AAP inh	PHOSPHO1 block	NALP1 yeast inh
-3	3	-8	1	-3.1	CCc1cc(C(=O)NNC(=S)Nc2cccc(C)c2)cs1	-3.8	4	-13	5
9	2	-4	3	-0.3	CCn1c(CCCOc2ccc(Cl)cc2Cl)nnc1SCC(=O)Nc1cccc(F)c1	0.1	-7	18	4
-4	1	-5	2	-4.2	Cc1ccc(-n2c(=S)[nH]c3sc4c(c3c2=O)CCC4)cc1	-3.3	-7	-68	0
-2	3	-5	-2	-2.6	Cc1ccc(NC(=O)CCCNC(=O)c2ccc(Cl)cc2)c(O)c1	-2.1	-2	34	9
3	-3	-9	0	-1.5	CCOC(=O)Cc1csc(NC(=O)c2ccc(Br)cc2)n1	-3.2	5	24	16
7	-10	12	-14	-1.9	COc1ccc(C(=O)C2CCCN(S(=O)(=O)c3ccc(C(C)=O)cc3)C2)c(C)c1 (configuration not stated)	-1.5	4	34	16
3	1	-6	-4	3.3	COc1ccc(S(=O)(=O)NC(CC(=O)NCc2ccco2)c2ccco2)cc1 (configuration not stated)	-1.3	7	45	2
7	4	-9	-3	-1.8	Cc1[nH]n(-c2ccccc2)c(=O)c1C=Nc1ccc(S(=O)(=O)NC(N)=O)cc1	-0.9	-4	27	x
2	-3	-9	-2	-2.4	Cc1cccc(/C=C/c2onc(C)c2S(=O)(=O)N2CCC(C(=O)NC(C)(C)C)CC2)c1	-0.8	-6	12	21
0	4	-8	12	-3.4	Cc1cc(NC(=O)CSc2ccccn2)no1	-0.7	5	16	17
1	-3	1	6	-0.4	CCOC(=O)c1cn[nH]c1NC(=S)Nc1ccccc1	-1.7	-6	-53	-9
3	1	13	12	-1.0	CC(=O)Oc1ccc2ccccc2c1C(NC(=O)Cc1ccccc1)c1ccc(Cl)cc1 (configuration not stated)	-1.0	-9	-13	-10
4	-5	-8	-5	-2.6	Cc1cccnc1NC(=O)C1CCN(S(=O)(=O)c2c(C)noc2/C=C/c2ccco2)CC1	-3.6	2	2	-2
8	-3	-5	-1	-3.4	Cc1cc(C(=O)Nc2cccc3ncccc23)no1	-2.1	1	5	-22
-3	10	-10	-8	-0.9	Cc1ccc(Sc2ccc(NC(=O)c3ccc(S(C)(=O)=O)cc3Cl)cc2)cc1	-2.8	-9	20	8
9	1	-19	6	-5.9	Cc1cccc(CNC(=O)C(C)n2nc(C)c3c(C)n(-c4ccccc4)nc3c2=O)c1 (configuration not stated)	-0.8	-1	54	13
0	4	-3	-7	-2.6	CN1C2C=C(N(CCc3ccccc3)C(=O)c3ccc(Cl)cc3)CC1CC2 (configuration not stated)	-3.6	6	32	-1
3	-3	-17	-8	-2.7	COc1ccc(NC(=O)CCC(=O)Nc2cc(OC)c(NC(=O)c3ccco3)cc2OC)c(OC)c1	-1.4	10	19	3
-1	2	-10	-4	-2.1	CC1C(=O)CCN(C(C)C)C1C (configuration not stated)	-1.9	1	16	18
7	-1	-13	13	-2.7	COc1cccc(-n2cc3c(=O)n(C)c(=O)n(C)c3c2)c1	-1.8	4	33	22
4	-6	-14	4	-2.2	Cc1ccc(S(=O)(=O)N(C)c2ccc(C(=O)O)cc2)cc1	-0.5	-5	14	18
-14	8	-20	2	-0.8	N#CC1=C(N)NC(SCc2ccccc2)=C(C#N)C12CCCC2	-0.2	5	-3	38
-3	5	-6	-3	-2.4	N#C/C(=C/c1ccc(N2CCCCC2)cc1)c1cccc(F)c1	2.0	-1	-30	20
-3	12	-11	-3	-1.4	CCC(Oc1ccccc1)C(=O)Nc1ccc(S(=O)(=O)Nc2ncccn2)cc1 (configuration not stated)	-1.9	4	14	12
-6	3	-6	3	-2.4	COc1cccc(N2CCN(C(=O)CCSCc3ccccc3F)CC2)c1	-3.3	2	4	-5
4	0	-14	6	-3.7	S=c1[nH]nc(COc2ccccc2)n1/N=C/c1ccncc1	-3.0	25	-116	-24
9	6	-6	6	-5.7	COc1ccccc1OCCNS(=O)(=O)c1ccc2oc3ccccc3c2c1	-1.9	-2	-1	35
6	1	-2	-4	-0.6	COc1ccc(C/C(N)=N/OC(=O)COc2ccccc2C)cc1	-0.6	-9	-9	6
3	3	-15	2	-3.1	COc1cccc(-c2nc(CS(=O)CC(=O)NCc3ccc4c(c3)OCO4)c(C)o2)c1 (configuration not stated)	-2.2	4	10	-15
6	1	3	-10	-1.9	COc1ccc(Cn2nnnc2C(c2ccc(F)cc2)N2CCN(C3CCCC3)CC2)cc1 (configuration not stated)	-1.0	0	2	13
1	x	-2	2	-0.9	COc1ccc(CCC(=O)NNC(=O)Nc2ccccc2Cl)cc1	-2.2	2	18	8
1	-4	-1	-9	-2.0	C=CCN1N=C(/C=C/c2ccc(C)cc2)CCC1=O	-1.1	1	20	3
2	2	-8	-7	-3.7	COC(=O)c1ccc(N=Nc2c(C)[nH]n(-c3ccccc3)c2=O)cc1	-0.5	3	x	17
3	-2	-16	-6	-0.9	CC1CCN(S(=O)(=O)c2ccc(NC(=O)c3ccccc3F)cc2)CC1	-2.2	3	35	6
7	1	-6	15	-1.7	COc1ccc(CN2CCN(C(=O)c3cccc4ccccc34)CC2)cc1Br	-3.0	5	x	-87
1	-4	-9	-2	1.9	O=C(CCSc1nc(-c2ccco2)cc(C(F)(F)F)n1)NCCN1CCOCC1	1.7	-9	9	-9
1	9	1	-2	-3.2	O=C(C1=NN[C@@H]2C(=O)N(c3cccc(F)c3)C(=O)[C@H]12)c1ccc2ccccc2n1	-5.7	-4	4	16
2	0	-14	10	-3.0	C=CCOc1ccc(/C(O)=C2\C(=O)C(=O)N(CCOC)C2c2cccnc2)cc1 (configuration not stated)	0.7	-3	37	x
-2	1	-1	-1	-2.8	Cc1ccccc1NC(=S)NN1CCN(C)CC1	-0.7	4	-4	-3
-1	-5	-6	-8	-1.9	CCC1(C)Cc2ccccc2-c2nc(NCCO)n(-c3ccc(C)cc3)c(=O)c21 (configuration not stated)	-5.3	-2	5	5
6	-3	-8	-9	-3.3	Cc1ccc(C(=O)NCCCNC(=O)c2ccc(Cl)cc2)cn1	-1.0	1	24	7
2	-3	2	-8	-0.6	CC1(C)NC(=O)N(CC(O)CNC23CC4CC(CC(C4)C2)C3)C1=O (configuration not stated)	3.0	9	36	1
0	3	-9	-31	-2.8	COc1ccc(CCNC(=S)N2CCN(S(=O)(=O)c3ccccc3F)CC2)cc1	-3.8	1	19	5
-1	-4	-8	1	-1.5	CCOC(=O)c1[nH]c(C)c(C(=O)NCCc2ccc(OC)cc2)c1C	0.9	-5	-14	x
0	-5	-16	-4	-2.6	COc1cc(NC(=O)Cc2cccc3ccccc23)c(C(=O)O)cc1OC	-1.2	0	36	26
1	1	-6	-9	-3.6	Cc1nnc(SCC(=O)Nc2ccc(F)cc2)n(N)c1=O	-2.8	-6	43	9
6	-3	3	-7	-2.6	CCOC(=O)c1ccccc1NC(=O)c1ccccc1N(C)S(C)(=O)=O	-2.9	1	-6	x
2	-2	20*	-3	-3.7	CCCCC(=O)Nc1ccc(C(=O)c2ccccc2)cc1	-2.6	-6	48	-1
-1	2	4	2	-4.2	NC(=O)N1CCc2ccccc21	1.7	-16	12	5
x	-2	9	-6	-3.5	COc1ccc(-c2cnnc(N/N=C/C(C)=C/c3ccccc3)n2)cc1	-2.8	-5	-14	26
-1	-2	23*	-2	3.6	Clc1ccc(CSCCc2ccncc2)cc1	2.6	18	19	20
3	-1	-5	-5	-1.7	CC1CC1C(=O)Nc1cc(S(=O)(=O)N2CCOCC2)ccc1N1CCCC1 (configuration not stated)	0.4	-3	17	-6
4	4	-16	-11	-2.7	Cc1ccc(SCC(=O)c2ccc[nH]2)cc1	-2.9	-2	-9	2

Pulled by structure from the entries so far, 2 records:
IDE act	IDE cell inh	GPR7 antagonist	p-CIP stab down	IMP-1 inhibitor	smiles	VIM-2 inh	PfM18AAP inh	PHOSPHO1 block	NALP1 yeast inh
6	1	-2	-4	-0.6	COc1ccc(C/C(N)=N/OC(=O)COc2ccccc2C)cc1	-0.6	-9	-9	6
2	-3	2	-8	-0.6	CC1(C)NC(=O)N(CC(O)CNC23CC4CC(CC(C4)C2)C3)C1=O (configuration not stated)	3.0	9	36	1

Record cards, from the list above. Values in the order: IDE act | IDE cell inh | GPR7 antagonist | p-CIP stab down | IMP-1 inhibitor | VIM-2 inh | PfM18AAP inh | PHOSPHO1 block | NALP1 yeast inh
CC1CCN(S(=O)(=O)c2ccc(NC(=O)c3ccccc3F)cc2)CC1 reads 3 | -2 | -16 | -6 | -0.9 | -2.2 | 3 | 35 | 6
COC(=O)c1ccc(N=Nc2c(C)[nH]n(-c3ccccc3)c2=O)cc1 reads 2 | 2 | -8 | -7 | -3.7 | -0.5 | 3 | x | 17
Cc1ccc(SCC(=O)c2ccc[nH]2)cc1 reads 4 | 4 | -16 | -11 | -2.7 | -2.9 | -2 | -9 | 2
CC1(C)NC(=O)N(CC(O)CNC23CC4CC(CC(C4)C2)C3)C1=O (configuration not stated) reads 2 | -3 | 2 | -8 | -0.6 | 3.0 | 9 | 36 | 1
CCC1(C)Cc2ccccc2-c2nc(NCCO)n(-c3ccc(C)cc3)c(=O)c21 (configuration not stated) reads -1 | -5 | -6 | -8 | -1.9 | -5.3 | -2 | 5 | 5
